Screens as filed in PubChem BioAssay.
TR SRC2 fluor cs – Texas Red fluorescence interference in TRb-SRC2 counter-screen. Potency, µM (highest dose often 106 µM), without a hit: at the top dose fluorescence change, negative = quenching. TRb/SRC2 Texas Red total fluorescence interference. 0.29% of 280,000 active; active = well fitted curve in either direction with a large enough effect; inconclusive = small, poorly fitted or top-dose-only effect
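Human TRβ ligand-binding domain (0.6 uM) and Texas Red SRC2 peptide (20 nM) in Tris buffer with 1 uM T3 and 5% DMSO were incubated with pinned compound for 5 hr at ambient temperature. Total fluorescence was computed as S + 2P (555/632 nm).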
L3MBTL1 block – blocks human L3MBTL1; Q9Y468; AlphaScreen L3MBTL1–H3K9me1 peptide binding; Potency, µM (series often up to 57.1 µM), inactives show at the highest dose activity, negative = inhibition, hits mostly inhibitors; 0.66% of 230,000 active; also: nearly all actives have a fitted effect of over 60% in size
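First, the protein-peptide complex forms for 30 min at room temperature (L3MBTL1 50 nM, biotinylated H3K9me1 peptide 75 nM). Next, compounds are pin-transferred and incubated 30 min. Finally, AlphaScreen beads are added and read after 30 min.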
RECQ1 inh – inhibitors of human RECQ1 DNA helicase; P46063; RECQ1 DNA unwinding, red fluorescence kinetic read; Potency, µM (titrated, usually from 57.3 µM), without a hit: top-dose activity, negative = inhibition, most hits filed as inhibitors; 0.54% of 240,000 active;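 also: plate controls were vehicle for no effect and no enzyme for full effect; nearly all actives have a fitted effect of over 30% in size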
Target sequence (P46063 whole entry, looked up): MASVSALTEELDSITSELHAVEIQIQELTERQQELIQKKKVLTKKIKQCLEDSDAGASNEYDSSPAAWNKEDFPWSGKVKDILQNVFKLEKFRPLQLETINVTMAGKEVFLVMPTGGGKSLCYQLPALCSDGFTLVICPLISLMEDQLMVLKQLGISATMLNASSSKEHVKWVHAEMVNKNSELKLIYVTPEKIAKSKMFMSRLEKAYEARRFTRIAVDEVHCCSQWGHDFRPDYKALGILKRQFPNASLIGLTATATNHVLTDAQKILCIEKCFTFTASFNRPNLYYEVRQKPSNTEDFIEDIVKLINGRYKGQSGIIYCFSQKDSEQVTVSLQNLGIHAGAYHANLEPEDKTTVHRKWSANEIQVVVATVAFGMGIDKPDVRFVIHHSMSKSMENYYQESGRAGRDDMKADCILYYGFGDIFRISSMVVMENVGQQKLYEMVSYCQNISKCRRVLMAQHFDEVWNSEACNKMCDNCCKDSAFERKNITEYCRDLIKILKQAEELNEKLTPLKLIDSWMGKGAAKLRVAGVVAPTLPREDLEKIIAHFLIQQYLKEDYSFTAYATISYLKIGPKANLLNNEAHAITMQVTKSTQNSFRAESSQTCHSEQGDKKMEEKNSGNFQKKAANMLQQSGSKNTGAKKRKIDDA
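RECQ1T1 50 nM; forked duplex (20 bp + 30-nt ss tails) 200 nM, ATP 2 mM final; pH 8.0, 2 mM MgCl2, 2.5 ug/ml poly(dI-dC); 15 min compound preincubation; discontinuous kinetic read over 2 h at RT.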
GoLoco inh red – RGS12 GoLoco-Gai1 interaction inhibition; P63096; Gai1:RGS12 GoLoco peptide FP, rhodamine, 10 min; Potency, µM (series often up to 61.6 µM), without a hit: at the highest dose activity, negative = inhibition, actives largely listed as inhibitors; 0.44% of 230,000 active; active = well fitted inhibition curve with a large enough effect, not every such curve was filed as active; inactive = no such curve, though single readings can be large or run the other way; also: nearly all actives have a fitted effect of over 30% in size; many of its hits are not listed in these tables
Target sequence (P63096 whole entry, looked up): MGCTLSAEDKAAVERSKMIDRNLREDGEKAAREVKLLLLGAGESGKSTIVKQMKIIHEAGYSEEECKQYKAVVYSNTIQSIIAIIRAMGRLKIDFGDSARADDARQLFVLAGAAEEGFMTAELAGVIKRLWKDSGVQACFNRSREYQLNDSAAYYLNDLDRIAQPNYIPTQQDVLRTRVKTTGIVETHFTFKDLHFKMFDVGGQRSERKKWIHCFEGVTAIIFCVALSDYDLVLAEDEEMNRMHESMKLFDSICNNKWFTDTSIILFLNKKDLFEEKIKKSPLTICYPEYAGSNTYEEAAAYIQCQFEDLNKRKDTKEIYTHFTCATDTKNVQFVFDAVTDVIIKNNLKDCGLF
GAA inh – inhibitors of human lysosomal alpha-glucosidase | purified human GAA, 4-MU-alpha-glucoside fluorescence | Potency, µM (titrated, usually from 76.9 µM), without a hit: top-dose activity change, negative = inhibition, most hits filed as inhibitors | AID 1466 | 0.005% of 200,000 active;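 also: plate controls were uninhibited enzyme wells for no effect and no-enzyme background for full effect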
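Human alpha-glucosidase, 4 nM, pre-mixed with test compounds before 400 uM 4-methylumbelliferyl substrate; 20 min room temperature at pH 5.0. Fluorescence read after pH 10 stop; AC50 values from Hill-equation fits.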
aGlu spleen mod – lysosomal alpha-glucosidase (human) modulation. human spleen homogenate, 4-MU-alpha-glucoside fluorescence. Potency, µM (titrated, usually from 79.9 µM), for inactives: top-dose activity change, negative = inhibition, usual class: inhibitors. 0.006% of 240,000 active. AID 2112;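 also: 0% = enzyme with vehicle and -100% = no enzyme basal signal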
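Compounds were titrated against alpha-glucosidase in spleen homogenate at pH 5.0, with 1 mM 4-methylumbelliferyl substrate for 40 min at 37 C. Reactions were quenched with pH 10 NaOH/glycine and fluorescence measured.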
TRb SRC2 PPI – disrupts binding of human TR beta to SRC2. TRbeta-SRC2 peptide binding, fluorescence polarization; receptor liganded with 1 µM T3. Potency, µM (series often up to 106 µM), without a hit: top-dose activity change, negative = inhibition, hits mostly inhibitors. 0.065% of 280,000 active. AID 1469;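 also: plate controls were bound peptide for no effect and peptide without receptor for full effect; nearly all actives have a fitted effect of over 50% in size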
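TRb LBD 0.6 uM + Texas Red SRC2 peptide 20 nM, 1 uM T3, Tris buffer w/ 5% DMSO; compound pinned, 5 h RT; FP read ex 555/em 632; normalized to unbound and bound controls.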
GAA glycogen – inhibitors or activators of human alpha-glucosidase glycogen cleavage; P10253; recombinant GAA, glycogen substrate, Amplex Red glucose oxidase fluorescence; Potency, µM (top dose mostly 76.4 µM), for inactives: at the top dose activity change, negative = inhibition, hits mostly inhibitors; 0.38% of 300,000 active;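 also: 0% = full enzyme reaction and -100% = no-enzyme basal signal; the screen sought inhibitors and activators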
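qHTS, 1536-well; enzyme 4 nM final; cpd up to 77 uM; substrate bovine liver glycogen 30 ug; 50 mM citrate/phosphate pH 5.0, 0.01% Tween-20; 37 C, 40 min; Amplex Red detection 45 min RT; Hill fit → AC50.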
An asterisk follows results filed as active; i = inactive; u = inconclusive; x = no result given; & = joins results of further samples; [ ] = remark or other dose. Unless noted, calls follow the shape of the dose curve; as a rule, active = well fitted curve in the direction sought with a large enough effect; inconclusive = small, poorly fitted or top-dose-only effect, or another doubt; inactive = no such curve, though single readings can be large; an effect the other way counts as inactive or inconclusive. Unless noted, % is scaled to controls: 0 for no effect and ±100 for the full control effect; potency is read from the fitted curve at half-maximal effect. Only part of the results is shown (hit frequency here may not be typical).

SMILES | TR SRC2 fluor cs | L3MBTL1 block | RECQ1 inh | GoLoco inh red | GAA inh | aGlu spleen mod | TRb SRC2 PPI | GAA glycogen
Cc1ccc(/C=C/C(=O)N2CCN(c3cccc(C(F)(F)F)c3)CC2)cc1 | -2% | -5% | 0% | -16% | 4% | 3% | -13% | 11%
O=[N+]([O-])c1nn(-c2ccc3c(c2)OCCO3)n(O)c1=NCCCO | 2% | 0% | -4% | 8% | -7% | -2% | -1% | 1%
Cc1ccc(OCCCCn2ccnc2)c(Cl)c1 | 1% | x | 8% | 2% | 0% | 1% | 2% | -7%
O=C(Nc1ccc(Cl)cc1Cl)c1n[nH]c(Cn2cncn2)n1 | 0% | -7% | i | 10% | -1% | 1% | 1% | 3%
C/C(CC(=O)Nc1ccc(Br)cc1)=N\NC(=O)Cc1csc(N)n1 | 0% | x | i | 10% | x | 1% | 1% | -15%
CN1C(=O)c2ccccc2Sc2ccc(NC(=O)N3CCOCC3)cc21 | -1% | 5% | -6% | 1% | 2% | 2% | 9% | 8%
CN1CCN(c2ccccc2NC(=O)c2ccc(Br)o2)CC1 | -3% | -3%[11.4 µM] | -4% | -1% | 1% | -3% | -8% | 5%
Cc1cc(=O)oc2cc(OCC#N)ccc12 | 0% | 35%[activator] | -2% | -12% | u | 22% | 11% | 2%
COc1cccc2c(=O)c3ccoc3n(C)c12 | 0%&1% | 12% | -9%&-3% | 12%&7% | x | 9%&-6% | -1%&-4% | -11%
Cc1ccccc1Cn1c(-c2cncs2)nc2ccccc21 | 5% | -12% | -9% | 0% | -13% | -1% | -1% | -9%

2 compounds from above, limited to L3MBTL1 block and TR SRC2 fluor cs.
compound	L3MBTL1 block	TR SRC2 fluor cs
COc1cccc2c(=O)c3ccoc3n(C)c12	12%	0%&1%
Cc1ccccc1Cn1c(-c2cncs2)nc2ccccc21	-12%	5%

(more compounds)
SMILES | TR SRC2 fluor cs | L3MBTL1 block | RECQ1 inh | GoLoco inh red | GAA inh | aGlu spleen mod | TRb SRC2 PPI | GAA glycogen
COCCCN(C(C)=O)c1nc(-c2ccccc2)cs1 | -1% | 9% | -1% | 6% | u | -4% | 8% | -2%
O=C(Nc1ccc(F)cc1F)c1ccc(-n2cccn2)nc1 | -7% | -12% | -21% | 2% | -10% | x | -6% | 8%
O=C(CCl)NC(Cc1ccccc1)c1ccccc1 (stereo unspecified) | 0% | x | -4% | -2% | -1% | 3% | -6% | 7%
CCOC(=O)c1c(C)nc2cc(C)cc(C)n12 | -5% | 1%[11.4 µM] | -7% | 8% | 3% | -20% | -2% | -10%
Cc1ccc(SCc2cc(-c3ccc(Cl)cc3)no2)cc1 | -3% | -5% | 9% | 1% | 12% | -1% | 4% | 10%
CC(=O)NC(=S)Nc1ccc(S(=O)(=O)N2CCOCC2)cc1 | 0% | 5% | i | 1% | -11% | -4% | 0% | -7%
COC(CNC(=S)Nc1ccc([N+](=O)[O-])cc1)OC | 2% | 8% | 0% | -5% | -1% | -5% | 4% | 9%
COc1ccc2c(c1OC)C(=O)N(c1cccc(C(F)(F)F)c1)C2 | 0% | x | 7% | -5% | 7% | -17% | -2% | -16%
O=C(Nc1nnc(-c2ccc(Cl)cc2)o1)Nc1ccccc1Cl | 0% | -2% | -12% | 8% | -3% | 3% | -15% | 3%
O=C(CCNC(=O)c1ccco1)Nc1ccc(SC(F)F)cc1 | 0% | 7% | -2% | 5% | -1% | 7% | 2% | -10%
Cc1cccc(NC(=O)N2CCC(n3nnc4cc(C)ccc43)CC2)c1 | -5% | 4% | -17% | 10% | 9% | 1% | -1% | 21%
CC(=O)Nc1ccc(OCC(=O)NC(C)c2ccc(F)cc2)cc1 (stereo unspecified) | -1% | -4% | -10% | 4% | 11% | 7% | -10% | 11%
O=C(CN(C(=O)CCC(=O)Nc1nccs1)c1ccc(F)cc1)NCc1ccco1 | 4% | 6% | -4% | 4% | -1% | -4% | 0% | -3%
Cc1ccnc(NC(=O)Cn2cc([N+](=O)[O-])cn2)c1 | -7% | x | 0% | 6% | 0% | -1% | -7% | 4%
CC1(C)CC1C(=O)Nc1ccc([N+](=O)[O-])cc1Br (stereo unspecified) | -6% | -5% | -5% | x | 0% | u | 0% | -4%
O=C(Nc1ccccc1N1CCOCC1)c1cnccn1 | -1% | -6% | -5% | 1% | -7% | 4% | -10% | -3%
O=C(C1CC1)N1CCN(S(=O)(=O)c2ccc3c(c2)OCCO3)CC1 | 0% | 7% | -4% | 3% | 0% | -18% | -8% | -3%
O=C(O)c1ccc(S(=O)(=O)c2ccc3c(c2)C(=O)N(NC(=O)c2cccnc2)C3=O)cc1 | 5% | -8% | -2% | 0% | x | 0% | -10% | -5%
O=C(Nc1ccc(-c2csnn2)cc1)C1CC1 | 0% | -7% | -3% | 12% | 5% | -1% | -1% | 6%
CCOC(=O)c1c(/N=C/N(C)C)sc(/C=N/Nc2ccccc2)c1-c1ccccc1Cl | -4% | 0% | -6% | x | -2% | -14% | -7% | u

Some of the entries so far, as comma-separated lines.
SMILES,TR SRC2 fluor cs,L3MBTL1 block,RECQ1 inh,GoLoco inh red,GAA inh,aGlu spleen mod,TRb SRC2 PPI,GAA glycogen
O=C(CN(C(=O)CCC(=O)Nc1nccs1)c1ccc(F)cc1)NCc1ccco1,4%,6%,-4%,4%,-1%,-4%,0%,-3%
Cc1ccnc(NC(=O)Cn2cc([N+](=O)[O-])cn2)c1,-7%,x,0%,6%,0%,-1%,-7%,4%
CC1(C)CC1C(=O)Nc1ccc([N+](=O)[O-])cc1Br (stereo unspecified),-6%,-5%,-5%,x,0%,u,0%,-4%
O=C(Nc1ccccc1N1CCOCC1)c1cnccn1,-1%,-6%,-5%,1%,-7%,4%,-10%,-3%

Following part:
SMILES | TR SRC2 fluor cs | L3MBTL1 block | RECQ1 inh | GoLoco inh red | GAA inh | aGlu spleen mod | TRb SRC2 PPI | GAA glycogen
CCSc1nnc(NC(=O)Cc2ccc(OC)c(OC)c2)s1 | -2% | 5% | -12% | 8% | 2% | -7% | -11% | 0%
N#CC(c1ccc(F)cc1)c1ccc(C(=O)c2ccccc2)cc1 (stereo unspecified) | -2% | x | -14% | 6% | 0% | -3% | -1% | -1%
O=C(N/N=C/c1ccc(Sc2nc3ccccc3[nH]2)o1)c1ccncc1 | 0% | 11% | 7% | 3% | -1% | -7% | 2% | -3%
COc1cccc(OCCCCCCN2CCOCC2)c1 | -2% | x | -7% | 0% | -3% | 3% | -19% | 0%
NNc1nc(C(F)(F)F)nc2ccccc12 | -20% | x | -5% | -5% | -2% | -1% | 2% | u
CS(=O)(=O)c1ccccc1-c1nc(-c2ccc([N+](=O)[O-])cc2)no1 | -1% | 9% | -13% | 8% | 1% | -1% | -2% | 8%
CCOc1ccc(N2C(=O)C3=C(C(c4ccc(Cl)cc4)=NCCN3)C2c2cccnc2)cc1 (stereo unspecified) | 3% | x | -4% | 11% | -5% | 5% | 2% | 2%
O=c1cc(-c2cc3ccccc3oc2=O)c2ccc(O)cc2o1 | -1% | x | 8% | -2% | x | -17% | -4% | x
Cc1ccc(-c2nnnn2-c2ccc(C)cc2)cc1 | -3% | x | -17% | -5% | -1% | -1% | -3% | -23%
Cc1ccc(Nc2nc3ccccc3nc2Nc2c(C)n(C)n(-c3ccccc3)c2=O)cc1 | -6% | -9% | 0% | 5% | -2% | -13% | 4% | 1%
O=[N+]([O-])c1cccc(Nc2c3ccccc3nc3ccccc23)c1 | -2% | 13% | -2% | 13% | u | u | 0% | 14%
COc1cc(-c2[nH]ncc2CN2CCN(c3cccc(C)n3)CC2)cc(OC)c1OC | -2% | -24% | -16% | 5% | x | -4% | -2% | -3%
O=C(/C=C/c1ccc([N+](=O)[O-])s1)N1CCCCC1 | -2% | -16% | -2% | 0% | -6% | x | 1% | 6%
COc1ccc2c(c1OC)C(=O)N1c3ccccc3C(=O)N(c3ccccc3F)C21 (stereo unspecified) | -2% | -5% | 1% | 7% | -7% | 3% | -3% | 1%
O=C1S/C(=C/c2ccc(N3CCOCC3)o2)C(=O)N1Cc1ccc(F)cc1 | -1% | -3% | -8% | -7% | -2% | -9% | -4% | -1%
COc1ccc(CN(CC2CCC(C(=O)O)CC2)C(=S)Nc2cc(C)ccc2C)cc1 (stereo unspecified) | -2% | x | -16% | -11% | -2% | -7% | 0% | 9%
COc1cccc(CNC(=O)CCC2CCCN(C(=O)C3CCOCC3)C2)c1 (stereo unspecified) | 0% | -2% | -6% | 2% | 4% | -8% | -4% | 2%
O=C(CSc1nnc(-c2ccc(F)cc2)o1)Nc1ccc(S(=O)(=O)N2CCCC2)cc1 | 1% | 7% | -12% | 5% | u | -4% | -6% | -8%
Cc1ccc(NCC(=O)N/N=C/c2c[nH]c3ccccc23)cc1 | -4% | -29% | i | 14% | -31% | -7% | 10% | -24%
Cc1cccc(NS(=O)(=O)c2cc([N+](=O)[O-])ccc2C)n1 | -3% | 0% | i | 9% | u | -1% | 0% | -13%
CCOC(=O)C(=O)Nc1ccc(S(=O)(=O)Nc2ncccn2)cc1 | 3% | x | -4% | -7% | 1% | -4% | -1% | -1%
CCCCCCCCCCCCCCCC(=O)NCCc1c[nH]c2ccccc12 | 1% | 2% | -4% | -3% | x | 5% | -1% | 12%
COc1ccc(OC)c(C2CC(=O)Nc3n[nH]c(-c4ccccc4)c32)c1 (stereo unspecified) | -2% | 4% | i | 18% | -1% | -2% | -3% | 1%
Cc1cccc(NC(=O)CCC(=O)N/N=C/c2ccco2)c1 | -1% | 0% | 0% | 11% | -5% | 7% | 3% | -9%
CCOC(=O)c1cnc2cc(-c3ccc(Cl)cc3)nn2c1N | 1% | -2% | -1% | 10% | -3% | -5% | 9% | 2%
C=CCNC(=O)CC(C)C(CCCCC)C(=O)O (stereo unspecified) | 0% | -3% | 2% | 0% | 5% | -15% | -7% | 2%
CN(c1ccccc1)c1ccc(/C=C/[N+](=O)[O-])cc1 | -5% | 6% | -12% | 54%[activator] | 5% | -1% | -1% | 4%
CSc1ccccc1NC(=O)NCCCl | -1% | 3% | -4% | -5% | -6% | -18% | 4% | 4%
